TLR4 MyD88 comp: inhibitors of TLR4-MyD88 association in cells, primary screen, cell-based, HeLa CL3-4, BLA complementation, FRET ratio | actives 0.18% (n = 200,000) | inhibition, % at 8.4 µM | HeLa CL3-4 TLR4/MyD88 BLA complementation | AID 861, 2007; in the data active means inhibition above about 25%;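 further: 0% = vehicle and 100% = reference inhibitor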
FLuc inhib CS: firefly luciferase enzyme inhibitors, primary screen, artefact control for luciferase-based inhibitor screens, biochemical, luminescence, ATPLite | Luciferin 4-monooxygenase (Photinus pyralis), P08659 | inhibition, % at 10 µM | actives 1.5% (n = 200,000) | 10 min | AID 1006, 2008;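 active means inhibition above about 50% when tested at 10 µM, limit read from the data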
Target sequence (P08659 whole entry, looked up): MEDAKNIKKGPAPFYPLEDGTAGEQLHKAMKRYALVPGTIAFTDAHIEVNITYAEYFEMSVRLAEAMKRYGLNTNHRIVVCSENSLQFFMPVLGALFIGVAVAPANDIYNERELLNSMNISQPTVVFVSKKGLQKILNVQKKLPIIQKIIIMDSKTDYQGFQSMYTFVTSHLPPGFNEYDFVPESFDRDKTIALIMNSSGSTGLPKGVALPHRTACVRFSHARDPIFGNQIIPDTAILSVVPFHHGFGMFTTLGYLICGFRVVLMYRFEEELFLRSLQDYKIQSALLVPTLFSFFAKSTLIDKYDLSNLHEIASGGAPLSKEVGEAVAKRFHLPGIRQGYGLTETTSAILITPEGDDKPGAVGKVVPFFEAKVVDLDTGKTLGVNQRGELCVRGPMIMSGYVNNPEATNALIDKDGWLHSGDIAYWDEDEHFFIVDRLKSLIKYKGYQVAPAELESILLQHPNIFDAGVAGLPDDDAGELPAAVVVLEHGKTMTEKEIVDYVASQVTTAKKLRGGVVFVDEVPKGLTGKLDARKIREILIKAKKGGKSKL
Diaphorase inh: diaphorase inhibitors and chemical oxidizers, primary screen, counter-screen for diaphorase-coupled primary assays, biochemical, uHTS, resorufin fluorescence. diaphorase resazurin-to-resorufin fluorescence, NADH, 16 min; bacterial (C. kluyveri) enzyme, not human. inhibition, % at 20 µM. actives 0.69% (n = 190,000). AID 1217, 2008;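 active means primary screen inhibition at 20 µM above a set limit, cut at about 50% in these data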;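 further: plate controls were DMSO with full reaction for no effect and wells lacking NADH for full effect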
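System: Diaphorase enzyme from Clostridium kluyveri | Amount: Enzyme working solution with 0.14 U/mL diaphorase | Benchmarks: No-NADH positive control and DMSO neutral control | Signal: Fluorescence of resorufin formed from resazurin, Ex 544/Em 590 nm | Schedule: 16-min room-temperature incubation before reading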
APP 5'UTR act: activators of APP 5'UTR luciferase reporter, primary screen, SH-SY5Y cells | SH-SY5Y APP 5'UTR luciferase reporter, luminescence; zero percent = DMSO vehicle wells | activation, % at 2 µM | actives 1% (n = 190,000) | AID 1276, 2008;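 active means activation above a set limit, based on mean plus 3 SD of controls, cut at about 140% in these data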; further: values of inactives mirror those of a sister screen read the other way
APP transl inh: inhibitors of APP translation via 5'UTR reporter, primary screen, APP 5'UTR luciferase, SH-SY5Y cells | SH-SY5Y APP 5'UTR-luciferase reporter, luminescence | inhibition, % at 2 µM | actives 0.82% (n = 190,000);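 active means inhibition above a set limit, derived from the sample mean plus 3 SD, cut at about 45% in these data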; further: values of inactives mirror those of a sister screen read the other way
G6PDH CS: L. mesenteroides G6PDH inhibitors, counter-screen for G6PDH-coupled screening assays, biochemical, Leuconostoc mesenteroides enzyme | Purified L. mesenteroides G6PDH, diaphorase/resazurin coupled fluorescence, 45 min | inhibition, % at 5 µM | glucose-6-phosphate dehydrogenase [Leuconostoc mesenteroides] | actives 0.12% (n = 200,000); in the data active means inhibition above about 50%
NF-kB expr up: activators of NF-kB expression in neurons, primary screen, cell-based, HTS; human neuronal cells, NF-kB reporter expression; active compounds read high; fold change at 12.5 µM; actives 1.6% (n = 190,000); AID 1239, 2008; in the data active means fold change above about 3.3
FLuc act counter: FLuc activators, initial screening, artefact control for FLuc-dependent activation tests, biochemical, ATPlite luminescence; activation factor at 10 µM; ATPlite luciferase biochemical, 10 min; 0 = ATP-free wells, 1 = DMSO control; Luciferin 4-monooxygenase (Photinus pyralis), P08659; 200,000 tested, under 10 active;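 active means luciferase activation factor, scaled between plate controls, of at least 2 with compound at 10 µM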
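Material: luciferase plus luciferin reagent, cell-free. Medium: PBS buffer for ATP. Also added: ATP substrate, dispensed from a 10.24 µM working solution in PBS. Doses: test compounds dosed from 2 mM stocks in 100% DMSO. Incubation: 10 min post-reagent at room temperature. Technique: light output (luminescence). Read-out basis: luminescence gain marking luciferase activators.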
Diaphorase act: compounds boosting diaphorase resazurin reduction – biochemical, uHTS, resorufin fluorescence, counter-screen for diaphorase-coupled primary assays, primary screen; actives 0.005% (n = 190,000); AID 1229, 2008; activation factor at 20 µM; Diaphorase/resazurin coupled assay, 16 min; active compounds read high; 1 = vehicle wells, 0 = NADH-free wells;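 active means diaphorase activity raised at least twofold by the compound at 20 µM; inactive means activation factor below 2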
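Material: Clostridium kluyveri diaphorase, purified enzyme; Quantity: enzyme 0.07 U/mL final; Medium: HEPES pH 7.4 buffer with MgCl2 and Tween 20; Dosing: single compound dose of 20 µM, 1% DMSO final; Schedule: 16 min reaction at room temperature; Measured by: red resorufin fluorescence at 544/590 nm excitation/emission.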
STAT1 activator: STAT1 signaling activators, primary screen, cell-based, HTS, luciferase reporter | NIH 3T3 STAT1-luciferase reporter, IFN-gamma, luminescence; 100% = IFN-gamma alone, no compound | activation (% of control), % at 5.5 µM | actives 2.6% (n = 200,000);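 active means activation above the screen-wide mean activation plus 3 SD, cut at about 130% in these data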;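 further: raw ratio to IFN-gamma control signal so 100% means no change and 0% no light; values of inactives mirror those of a sister screen read the other way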
* hit, by the source's call; / = not tested or not shown.

No.	structure	TLR4 MyD88 comp	FLuc inhib CS	Diaphorase inh	APP 5'UTR act	APP transl inh	G6PDH CS	NF-kB expr up	FLuc act counter	Diaphorase act	STAT1 activator
1	C#CCOCCOCCOCCNc1nc(N2CCN(C(=O)[C@H](Cc3cc4ccccc4[nH]3)n3cc([C@@H](N)C(C)CC)nn3)CC2)nc(N2CCN(C(=O)[C@H](Cc3cc4ccccc4[nH]3)n3cc([C@@H](N)Cc4ccc(O)cc4)nn3)CC2)n1 (stereo partly drawn)	-5	-9	-86	-14	14	7	1.5	1.1	1.9	107
2	CCc1cc(=O)oc2cc3oc(C)c(C)c3cc12	7	-2	19	2	-2	4	2.1	1	0.8	104
3	CCn1nnnc1SCC(=O)Nc1cccc(NC(C)=O)c1	4	-6	-30	4	-4	15	1	1.1	1.3	105
4	COCCNCc1ccc(C(C)C)cc1	0	-2	-6	11	-11	19	1	1	1.1	103
5	CC1CCCN(C(=O)CSc2nnc(-c3ccc(S(=O)(=O)N4CCOCC4)cc3)n2C)C1 (stereo not drawn)	4	-4	28	6	-6	14	0.96	1	0.7	100
6	Cc1cc(C)c2c(N)c(C(=O)NC3CC3)sc2n1	-4	3	8	-20	20	2	1.1	1	0.9	104
7	CCC1(CC)NC(=O)N(CC(=O)OCC(=O)Nc2ccc(F)c(F)c2F)C1=O	-16	-5	9	9	-9	0	/	1	0.9	103
8	C=CCNC(=S)N/N=C(\C)c1ccccn1	-2	-1	-12	-93	93*	10	0.17	1	1.1	136*
9	CCN(CC)P(=O)(Nc1ccc([N+](=O)[O-])cc1)c1c(C)nn(CCC#N)c1NC(=O)c1ccc(Cl)cc1Cl (stereo not drawn)	12	0	-2	-1	1	4	0.92	1	1	87
10	Cc1[nH]c2ccc(F)cc2c1CCN(Cc1ccncc1)C(=S)Nc1ccccc1	-14	-8	14	0	0	-4	0.97	1.1	0.9	99
11	COc1ccc(-c2nnc(Sc3nc4ccccc4o3)c3ccccc23)cc1	-8	-4	7	2	-2	0	3	1	0.9	103
12	COCCCNCCCOc1ccc(Cl)cc1Br	-2	-6	17	-4	4	-2	0.93	1.1	0.8	98
13	Cc1ccc(N2C(=O)c3ccccc3NC2C(C)Cc2ccc3c(c2)OCO3)cc1 (stereo not drawn)	-22	-2	28	-19	19	9	1.1	1	0.7	95
14	CCc1ccc(NC(=O)CS(=O)CC(=O)NC(C)CCc2ccco2)cc1 (stereo not drawn)	-6	-4	17	0	0	11	0.96	1	0.8	102
15	COc1ccc(OC)c(C(=O)CSc2nnc(Cc3cccs3)n2CCc2ccccc2)c1	2	-2	15	0	0	2	0.68	1	0.8	103
16	COc1cc2cc(Br)cc(Br)c2nc1C	9	0	7	-3	3	7	1.2	1	0.9	97
17	Nc1nc(SCC(=O)Nc2cc(-c3ccccc3)nn2-c2ccccc2)n[nH]1	-3	5	24	-11	11	1	1.1	0.9	0.8	107
18	CC(=O)NC1=C(NC2CCS(=O)(=O)C2)C(=O)c2ccccc2C1=O (stereo not drawn)	2	-1	39	-19	19	-12	0.81	1	0.6	97
19	COC(=O)Cn1c(CN(Cc2ccccc2)Cc2ccccc2)nc2c1c(=O)[nH]c(=O)n2C	-6	-7	20	3	-3	5	0.84	1.1	0.8	95
20	COc1ccc(-c2ccc(=O)n(CC(=O)NC3CCc4ccccc43)n2)cc1OC (stereo not drawn)	-3	-6	13	17	-17	10	1.1	1.1	0.9	94
21	O=S(=O)(N1CCCCCC1)N1CCN(S(=O)(=O)N2CCOCC2)CC1	8	-2	8	17	-17	-11	1.1	1	0.9	101
22	COc1ccc(-c2ccccc2)cc1NCc1ccccc1C	5	-4	18	18	-18	6	1.5	1	0.8	102
23	CCOC(=O)N1CCC(Nc2ccc(N3C(=O)C4CCCCC4C3=O)cc2[N+](=O)[O-])CC1 (stereo not drawn)	-7	-7	8	8	-8	7	1.1	1.1	0.9	88
24	COc1ccc(C(=O)N2CCC(N3CCN(c4ccccc4)CC3)CC2)cc1OC	-1	-2	33	-2	2	-4	1	1	0.7	102
25	Nc1ccc(Nc2ccccc2)c(Cl)c1	-1	-5	-2	1	-1	3	1.1	1.1	1	104
26	COc1ccc(OCCCC(=O)Nc2ccc3c(c2)OCO3)cc1	-6	-8	14	11	-12	5	1.6	1.1	0.9	101
27	CCOc1ccc(-c2nc(C#N)c(NCc3ccc4c(c3)OCO4)o2)cc1	0	0	26	-9	9	-32	1.9	1	0.7	104
28	CC(=O)c1cccc(NC(=O)c2ccc(N(Cc3ccc(C)cc3)S(C)(=O)=O)cc2)c1	-11	0	14	8	-8	4	0.74	1	0.9	102
29	CCOc1ccc(Cc2noc3c2C(=O)CCC3)cc1OCC	7	-3	8	-10	10	2	0.91	1	0.9	101
30	CCc1ccc(C2C(C#N)=C(N)SC(N)=C2C#N)s1	14	0	15	-3	3	20	1.1	1	0.9	95

Shown with two lines to a compound: part of the list above
Values in the order – TLR4 MyD88 comp | FLuc inhib CS | Diaphorase inh | APP 5'UTR act | APP transl inh | G6PDH CS | NF-kB expr up | FLuc act counter | Diaphorase act | STAT1 activator
24: COc1ccc(C(=O)N2CCC(N3CCN(c4ccccc4)CC3)CC2)cc1OC
 : -1 | -2 | 33 | -2 | 2 | -4 | 1 | 1 | 0.7 | 102
25: Nc1ccc(Nc2ccccc2)c(Cl)c1
 : -1 | -5 | -2 | 1 | -1 | 3 | 1.1 | 1.1 | 1 | 104
26: COc1ccc(OCCCC(=O)Nc2ccc3c(c2)OCO3)cc1
 : -6 | -8 | 14 | 11 | -12 | 5 | 1.6 | 1.1 | 0.9 | 101

Remaining list, next part.
No.	structure	TLR4 MyD88 comp	FLuc inhib CS	Diaphorase inh	APP 5'UTR act	APP transl inh	G6PDH CS	NF-kB expr up	FLuc act counter	Diaphorase act	STAT1 activator
31	CCCc1nnc(NC(=O)CCC(=O)N2CCCCC2CC)s1 (stereo not drawn)	-22	-1	15	-5	5	-1	0.96	1	0.8	98
32	COCCNC(=O)CN(c1cc(Cl)ccc1OC)S(=O)(=O)c1ccc(C)c([N+](=O)[O-])c1	3	-6	17	-3	3	14	0.93	1.1	0.8	101
33	COc1cc(C(=O)N/N=C/c2sc(=O)n(-c3ccccc3)c2Cl)cc(OC)c1OC	-2	12	9	-12	12	7	0.91	0.9	0.9	101
34	Cc1ccccc1-c1nc(CN2CCC(C(=O)O)CC2)c(C)o1	-8	-6	17	-1	1	3	1.6	1.1	0.8	100
35	COc1ccc(/C(C)=N/NC(=O)c2ccc(CSc3cccc4cccnc34)cc2)cc1OC	-6	-2	22	-3	3	6	1.1	1	0.8	102
36	COC(=O)[C@H](C)NC(=O)NC1CCCc2ccccc21 (stereo partly drawn)	-2	-2	25	0	0	0	1.1	1	0.8	99
37	Cc1cccc(C)c1NC(=O)NCCCN1CCN(c2ccccc2)CC1	1	-5	6	10	-10	3	1.1	1.1	0.9	98
38	Fc1ccccc1SCc1nnc(-c2ccccc2Br)o1	2	43	21	161*	-161	-2	7.2*	0.6	0.8	112
39	CCCCn1c(-c2ccco2)nc2ccccc2c1=O	7	-1	6	-11	11	-1	1	1	0.9	109
40	COc1ccc(CC(=O)Nc2ccc(-c3nnc(-c4ccccc4)o3)cc2)cc1	-11	-4	-12	11	-11	6	0.94	1	1.1	97
41	COc1ccc(OC)c(S(=O)(=O)Nc2c(F)cccc2F)c1	-1	-4	-2	8	-8	-6	1.2	1	1	99
42	CCOc1cccc(OCCCCN2CCCCC2)c1	-30	-1	16	-4	4	2	1	1	0.8	99
43	Cc1ccc(S(=O)(=O)N2CCN(C(=O)c3cccs3)CC2)cc1C	-34	-8	8	1	-1	2	0.97	1.1	0.9	98
44	Cc1ccc(S(=O)(=O)C(C#N)c2nc3ccccc3nc2OC(C)C)cc1 (stereo not drawn)	10	7	13	-4	4	0	0.81	0.9	0.9	93
45	O=C(C(c1ccccc1)c1ccccc1)N1CCN(Cc2ccccn2)CC1	14	-5	20	2	-2	3	1.4	1.1	0.8	93
46	COc1cc(/C=N\NC(=O)CC(=O)NCCc2ccccc2)ccc1O	1	-4	24	19	-19	13	1.5	1	0.8	88
47	COc1ccc(S(=O)(=O)N2CCCCC2)cc1NC(=O)c1cc(C)on1	5	-3	15	1	-1	2	1.5	1	0.8	89
48	CC(C)OCC(O)CN (stereo not drawn)	2	-6	17	9	-9	10	0.98	1.1	0.8	100
49	C/C(=N\NC(=O)C(=O)Nc1cccc(Cl)c1)c1ccncc1	-2	-9	11	6	-6	1	0.82	1.1	0.9	81
50	COc1ccc(C2CC(c3ccccc3)=NN2C(=O)COC(=O)c2ccc(Cl)nc2)cc1 (stereo not drawn)	-1	0	27	17	-17	-31	1.2	1	0.7	111
51	CCOC(=O)c1ccc2nc3c(cc2c1)CCS3	-3	24	11	45	-45	6	2.2	0.8	0.9	135*
52	Cc1occc1C(=O)N1CCN(c2ccc(Cl)c(Cl)c2)CC1	-13	-3	18	9	-9	9	0.82	1	0.8	90
53	O=C(C1=C(O)C(=O)N(CCc2ccccc2)C1c1cccs1)c1ccco1 (stereo not drawn)	-7	-4	10	4	-4	3	0.95	1	0.9	104

Single records, from the list above:
`CC1CCCN(C(=O)CSc2nnc(-c3ccc(S(=O)(=O)N4CCOCC4)cc3)n2C)C1` (stereo not drawn) in the list: TLR4 MyD88 comp: 4; FLuc inhib CS: -4; Diaphorase inh: 28; APP 5'UTR act: 6; APP transl inh: -6; G6PDH CS: 14; NF-kB expr up: 0.96; FLuc act counter: 1; Diaphorase act: 0.7; STAT1 activator: 100
`O=C(C(c1ccccc1)c1ccccc1)N1CCN(Cc2ccccn2)CC1` in the list: TLR4 MyD88 comp: 14; FLuc inhib CS: -5; Diaphorase inh: 20; APP 5'UTR act: 2; APP transl inh: -2; G6PDH CS: 3; NF-kB expr up: 1.4; FLuc act counter: 1.1; Diaphorase act: 0.8; STAT1 activator: 93
`CC(C)OCC(O)CN` (stereo not drawn) in the list: TLR4 MyD88 comp: 2; FLuc inhib CS: -6; Diaphorase inh: 17; APP 5'UTR act: 9; APP transl inh: -9; G6PDH CS: 10; NF-kB expr up: 0.98; FLuc act counter: 1.1; Diaphorase act: 0.8; STAT1 activator: 100

STAT1 activator: what is marked active above
| item | mol | TLR4 MyD88 comp | FLuc inhib CS | APP 5'UTR act | APP transl inh | NF-kB expr up | STAT1 activator |
| --- | --- | --- | --- | --- | --- | --- | --- |
| 8 | C=CCNC(=S)N/N=C(\C)c1ccccn1 | -2 | -1 | -93 | 93* | 0.17 | 136* |
| 51 | CCOC(=O)c1ccc2nc3c(cc2c1)CCS3 | -3 | 24 | 45 | -45 | 2.2 | 135* |

Assay outcomes: PubChem BioAssay, several laboratories
